Screening results deposited in PubChem BioAssay by several laboratories.
STAT3 act = STAT3 signaling activation. U3A cells, IL-6 STAT3-luciferase reporter, luminescence; 100% = signal with IL-6 EC80 alone. activation (% of control), % at 5.6 µM. hit rate 0.91% among 190,000. AID 871;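 active = activation above the screen-wide mean of compound activation plus 3 SD, cut at about 130% in these data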;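 also: 0% = background luminescence of wells with medium and substrate only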
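Test system: Human STAT1-deficient U3A cells with stable STAT3-luciferase reporter | Also added: Interleukin-6, 33 ng/mL | Timing: Compound pre-incubation 1 h before IL-6, then 6 h stimulation at 37 °C | Technique: Luciferase reporter luminescence | Read-out: Percent of IL-6-only median luminescence | Benchmarks: IL-6-only wells as 100% reference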
SRC2 TRFRET art = TR-FRET artefact, counter-screen to PPARgamma/SRC-2 agonist assay; hit rate 0.4% among 200,000; stronger effect = higher value; TR-FRET ratio at 8 µM; in the data active = TR-FRET ratio above about 2000; also: inactives centre near 1500
STAT1 inh = inhibitors of IFN-gamma induced STAT1 signaling; NIH 3T3 STAT1-luciferase reporter, luminescence; hit rate 0.35% among 200,000; inhibition, % at 5.5 µM;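 active = inhibition above a set limit, the mean inhibition across all tested compounds plus 3 SD, cut at about 34% in these data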;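 also: 0% = IFN-gamma with DMSO and 100% = IFN-gamma with 300 µM nifuroxazide; values of inactives mirror those of a sister screen read the other way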
bIAP act = intestinal alkaline phosphatase (bovine) activation; purified bovine IAP, CDP-star luminescence, 30 min; stronger effect = higher value; fold of DMSO-control signal, blank-subtracted; activation factor at 20 µM; hit rate 0.17% among 200,000; AID 1016;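 active = activation factor of 2 or more at 20 µM, a signal rise over negative controls twice the positive control's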
STAT3 blocker = inhibitors of IL-6 induced STAT3 signaling; U3A cells, IL-6 STAT3-luciferase reporter, luminescence; host cell line lacks STAT1; inhibition, % at 5.5 µM; hit rate 0.89% among 190,000;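 active = inhibition above the mean inhibition across all screened compounds plus 3 SD, cut at about 44% in these data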;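 also: 0% = DMSO only wells and 100% = 100 µM nifuroxazide control wells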
bIAP inh = blocks bovine intestinal alkaline phosphatase activity; purified bovine IAP, CDP-star luminescence, 30 min; 190,000 tested, under 10 active; inhibition, % at 20 µM;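 active = over 50% inhibition of intestinal alkaline phosphatase at 20 µM in the single-dose screen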
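Incubation: 30 min reaction at room temperature / Material: purified bovine intestinal alkaline phosphatase (IAP) enzyme / Input: enzyme at 1/65,000,000 dilution / Dosing: 20 µM single dose / Signal: CDP-star luminescence signal / Reagent: CDP-star chemiluminescent phosphatase substrate, 30 µM final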
TNAP act hi DEA = activators of human TNAP at high phosphate acceptor concentration | activation factor at 20 µM | purified TNAP, CDP-star luminescence, 1 M DEA, 30 min; stronger effect = higher value; 0 = EDTA background, 1 = DMSO-only activity | 200,000 tested, under 10 active | AID 1136 | P05186;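 active = activation factor at least 2 at 20 µM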
Target sequence (P05186 whole entry, looked up): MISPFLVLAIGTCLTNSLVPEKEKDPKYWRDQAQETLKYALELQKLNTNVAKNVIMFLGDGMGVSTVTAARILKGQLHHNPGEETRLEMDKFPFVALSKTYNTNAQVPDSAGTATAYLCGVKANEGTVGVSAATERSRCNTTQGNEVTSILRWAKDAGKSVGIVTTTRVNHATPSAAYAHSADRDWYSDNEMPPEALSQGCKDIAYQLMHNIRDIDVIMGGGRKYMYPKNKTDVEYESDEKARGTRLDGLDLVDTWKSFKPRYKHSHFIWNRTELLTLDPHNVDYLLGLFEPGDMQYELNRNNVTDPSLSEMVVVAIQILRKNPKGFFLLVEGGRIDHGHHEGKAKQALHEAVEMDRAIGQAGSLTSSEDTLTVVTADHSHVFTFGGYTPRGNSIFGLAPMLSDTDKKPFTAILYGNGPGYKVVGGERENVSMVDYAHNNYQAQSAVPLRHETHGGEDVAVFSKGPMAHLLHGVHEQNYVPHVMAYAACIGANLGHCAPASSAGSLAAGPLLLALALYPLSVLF
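system = human TNAP | amount = enzyme diluted 1/800 final | reagent = 100 µM CDP-star substrate | signal = luminescent substrate turnover signal | dosing = one dose, 20 µM | benchmarks = EDTA negative control, DMSO positive control | measure = activation factor | timing = 30 min reaction, room temperature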
PPARg SRC2 recr = agonists of SRC-2 recruitment by human PPARgamma; activation, % at 8 µM; P37231; hit rate 0.34% among 200,000; PPARgamma LBD-SRC-2 recruitment, biochemical; in the data active = activation above about 22%;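 also: 0% = vehicle and 100% = reference agonist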
ROMK primary = human ROMK K+ channel modulation, primary screen | hit rate 2% among 130,000 | Tet-inducible ROMK, thallium flux fluorescence; actives lie on both sides | P48048 | B-score at 10 µM | AID 1918;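 active = signal ratio slope over the read window, or its plate-corrected B-score, at least 3 SD from the plate mean, either direction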;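 also: B-score of the F/F0 ratio slope over 7 to 12 s after thallium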
Target sequence (P48048 whole entry, looked up): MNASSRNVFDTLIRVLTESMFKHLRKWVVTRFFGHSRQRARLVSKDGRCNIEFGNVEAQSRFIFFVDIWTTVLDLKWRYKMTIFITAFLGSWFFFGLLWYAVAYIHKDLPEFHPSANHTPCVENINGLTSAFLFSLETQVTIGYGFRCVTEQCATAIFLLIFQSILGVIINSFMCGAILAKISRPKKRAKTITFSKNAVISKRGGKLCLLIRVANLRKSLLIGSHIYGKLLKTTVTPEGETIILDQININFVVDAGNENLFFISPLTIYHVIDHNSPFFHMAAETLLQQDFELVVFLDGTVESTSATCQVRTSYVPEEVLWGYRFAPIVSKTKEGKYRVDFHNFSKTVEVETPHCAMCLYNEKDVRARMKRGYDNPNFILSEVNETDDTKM
PPARg SRC1 recr = agonists of human PPARgamma SRC-1 coactivator recruitment; P37231; PPARgamma-SRC-1 coactivator recruitment biochemical assay; activation, % at 8 µM; hit rate 0.41% among 200,000; AID 631; in the data active = activation above about 19%;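 also: 0% = DMSO and 100% = reference agonist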
PPARg SRC3 recr = PPARgamma-driven SRC-3 recruitment agonism. biochemical PPARgamma/SRC-3 coactivator recruitment assay. activation, % at 8 µM. hit rate 0.26% among 200,000. AID 731; in the data active = activation above about 23%;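 also: 0% = DMSO and 100% = reference agonist; some compounds past the cut are filed as inactive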
Active calls of the source: *; x = no result given; & = joins results of further samples.

SMILES	STAT3 act	SRC2 TRFRET art	STAT1 inh	bIAP act	STAT3 blocker	bIAP inh	TNAP act hi DEA	PPARg SRC2 recr	ROMK primary	PPARg SRC1 recr	PPARg SRC3 recr
Cc1cccc(NC(=O)NNS(=O)(=O)c2ccc(F)cc2)c1	94	1444	-2	0.7	8	31	1	-1	x	-1	-1
Fc1ccc(N/N=C2/CC(c3ccccc3)Oc3ccccc32)c(F)c1 (stereo unspecified)	109	1647	-11	1.8	-10	-80	1	3	-0.024	9	2
Cc1ccc(-n2c(=O)[nH]cc(C(=O)Nc3ccc4c(c3)OCCO4)c2=O)cc1C	101	1376	-1	0.9	1	10	1	4	-0.71	0	10
Cc1cc(C)n(-c2nc3c(c(=O)n(Cc4ccc(Cl)c(Cl)c4)c(=O)n3C)n2C)n1	98	1547	7	x	7	x	x	-1	x	0	-6
CCOCCc1nnc(NC(=O)C(C)Oc2ccccc2)s1 (stereo unspecified)	103	1550	-5	1	1	0	1	-4	0.19	-3	1
CCOc1cc(CNCCN(C)C)c(Cl)cc1OCC(=O)NCCc1ccccc1	97	1680	-1	1.2	2	-15	1	14	-0.71	2	-1
Cc1nnc(NCc2ccco2)s1	99	1491	10	1	5	2	1	11	x	3	2
O=C(CN1CCN(Cc2ccc(Cl)cc2)C1=O)NCCCN1CCN(c2ccc(F)cc2)CC1	66	1699	18	1	40	2	1.1	5	-2.1	1	-1
Cc1ccc(C(=O)CSc2ncnc3sc4c(c23)CCC(C)C4)cc1 (stereo unspecified)	100	1665	-5	1	4	-2	1	-9	x	-4	10
CCCC(c1nnnn1CCOC)N1CCN(c2nc3ccccc3s2)CC1 (stereo unspecified)	105	1579	-1	1.1	-4	-8	0.9	6	-0.16	8	4
COC(=O)c1nn(Cc2ccccc2)c(=O)c2ccccc12	103	1542	0	0.8	-3	16	1	1	-0.68	-1	1
CC(C)CNC(=O)NC(=O)COC(=O)c1cc(F)cc(F)c1	97	1584	0	1.2	5	-25	1	7	0.36	1	0
COCCCC/C(=N\OCCN)c1ccc(C(F)(F)F)cc1	106	1499&1427	3	1&1	-5	2&1	1&1.1	-2&-6	x	6&-6	5&-6
CC1CN(c2oc(COc3ccc(Cl)cc3Cl)nc2C#N)CC(C)O1 (stereo unspecified)	94	1677	-6	0.8	12	19	1.1	8	x	6	0
CCOC(=O)C(Cc1ccc(NC(=O)/C(=C\c2ccccc2)NC(=O)c2ccccc2)cc1)N1C(=O)c2ccccc2C1=O (stereo unspecified)	109	1584	-7	0.8	-10	18	1	-1	0.047	6	-1
CC(C)N(Cc1ccccc1)C(=O)COC(=O)c1ccc2c(c1)OCCO2	104	1493	0	0.9	-3	10	1	4	-0.0078	2	-3
Brc1ccc(-c2csc3ncnc(-n4nnc5ccccc54)c23)cc1	97	1623	0	1	2	4	1	4	-0.49	0	0
COc1ccc(-n2nc(C(=O)NCC(=O)NCC3COc4ccccc4O3)c3ccccc3c2=O)c(OC)c1 (stereo unspecified)	99	1654	2	1	3	2	1	-4	-0.68	2	2
Cc1ccc(S(=O)(=O)N2CCN(C(=O)CC(C)C)CC2)cc1	99	1754	-7	1	9	-4	1	2	-0.59	1	0
CC(C)(C)/C(O)=C(/C#N)c1nc2ccccc2[nH]1	87	1494	3	1.1	16	-9	1	0	-1.7	4	10
Cc1ccc(S(=O)(=O)NCC(=O)OC2CCOC2=O)cc1 (stereo unspecified)	106	1472	-7	1	-2	-4	1	-2	x	-8	-3
Cc1cc(C)n2cc(CSc3nc4cc(Cl)ccc4o3)nc2n1	91	1370	0	1.1	11	-8	1.1	4	-1.3	2	-4
NC(=O)Nc1cccc2ccccc12	95	1355	-2	1.3	7	-26	1	7	x	4	5
CCOc1ccc(-c2nc(-c3ccccc3)no2)cc1OCC	111	1471	-26	0.9	-4	7	1	4	x	-4	-11
Cn1c(SCC(=O)N2CCCCC2)nc2c([nH]c3ccccc32)c1=O	130	1525	7	1	-32	1	1.1	-4	x	0	1
Cc1ccc(NC(=O)COC(=O)Cc2csc(-c3cccc(F)c3)n2)cc1C	92	1670	0	1	9	0	1	11	x	4	3
CCCOc1ccc(/C(O)=C2/C(=O)C(=O)N(CCCn3ccnc3)C2c2cccs2)cc1 (stereo unspecified)	105	1775	-12	0.8	-11	18	1	3	0.13	9	-4
CCn1c(SCc2nc3scc(-c4ccccc4)c3c(=O)[nH]2)nnc1-c1cccs1	103	1385	-6	0.7	-3	26	1	-1	x	-2	1
Clc1ccc(Nc2ccc(NCc3ccccc3)nn2)cc1	100	1840	-2	0.9	1	7	1	12	-0.4	0	7
COc1ccc(CC(=O)NNC(=O)COc2ccc3ccccc3c2)cc1	84	3867*	8	1	18	4	1	214*	x	194*	142*
CN(C(=O)COC(=O)/C=C/c1ccccc1[N+](=O)[O-])c1ccccc1	90	1578	16	1	15	0	1	-1	0.37	6	-2
CCn1[nH]c(=O)c(=Nc2c(C)n(C)n(-c3ccccc3)c2=O)cc1-c1ccc(Cl)cc1	97	1652	-8	1.1	7	-8	1	6	-0.065	9	7
O=C(c1cccs1)N1CCN=C1SCc1ccc(Cl)cc1	75	1715	13	1	35	-1	1	5	-0.28	3	1
O=c1c2c3c(sc2ncn1/N=C/c1ccc(Br)o1)CCCC3	92	1613	-4	0.9	13	7	0.9	6	x	0	-8
O=C1CCCN1CCCNCC(=O)N1c2ccccc2Sc2ccccc21	103	1744	4	1.2	-3	-23	1.1	11	-0.74	8	2
O=C(NCc1ccccc1Cl)C1CCC(CNc2nc(=S)[nH]c3ccccc23)CC1 (stereo unspecified)	105	1431	-2	0.7	0	28	1.1	8	0.011	-1	-7

In another format: results already given.
canonical_smiles | STAT3 act | SRC2 TRFRET art | STAT1 inh | bIAP act | STAT3 blocker | bIAP inh | TNAP act hi DEA | PPARg SRC2 recr | ROMK primary | PPARg SRC1 recr | PPARg SRC3 recr
Cn1c(SCC(=O)N2CCCCC2)nc2c([nH]c3ccccc32)c1=O | 130 | 1525 | 7 | 1 | -32 | 1 | 1.1 | -4 | x | 0 | 1
Cc1ccc(NC(=O)COC(=O)Cc2csc(-c3cccc(F)c3)n2)cc1C | 92 | 1670 | 0 | 1 | 9 | 0 | 1 | 11 | x | 4 | 3
CCCOc1ccc(/C(O)=C2/C(=O)C(=O)N(CCCn3ccnc3)C2c2cccs2)cc1 (stereo unspecified) | 105 | 1775 | -12 | 0.8 | -11 | 18 | 1 | 3 | 0.13 | 9 | -4
CCn1c(SCc2nc3scc(-c4ccccc4)c3c(=O)[nH]2)nnc1-c1cccs1 | 103 | 1385 | -6 | 0.7 | -3 | 26 | 1 | -1 | x | -2 | 1
Clc1ccc(Nc2ccc(NCc3ccccc3)nn2)cc1 | 100 | 1840 | -2 | 0.9 | 1 | 7 | 1 | 12 | -0.4 | 0 | 7
COc1ccc(CC(=O)NNC(=O)COc2ccc3ccccc3c2)cc1 | 84 | 3867* | 8 | 1 | 18 | 4 | 1 | 214* | x | 194* | 142*
CN(C(=O)COC(=O)/C=C/c1ccccc1[N+](=O)[O-])c1ccccc1 | 90 | 1578 | 16 | 1 | 15 | 0 | 1 | -1 | 0.37 | 6 | -2
CCn1[nH]c(=O)c(=Nc2c(C)n(C)n(-c3ccccc3)c2=O)cc1-c1ccc(Cl)cc1 | 97 | 1652 | -8 | 1.1 | 7 | -8 | 1 | 6 | -0.065 | 9 | 7
O=C(c1cccs1)N1CCN=C1SCc1ccc(Cl)cc1 | 75 | 1715 | 13 | 1 | 35 | -1 | 1 | 5 | -0.28 | 3 | 1

Carrying on:
SMILES	STAT3 act	SRC2 TRFRET art	STAT1 inh	bIAP act	STAT3 blocker	bIAP inh	TNAP act hi DEA	PPARg SRC2 recr	ROMK primary	PPARg SRC1 recr	PPARg SRC3 recr
NC(=O)C1CCN(C(=O)c2ccc(NC3=NC4CS(=O)(=O)CC4S3)cc2)CC1 (stereo unspecified)	104	1794	-5	0.9	5	5	1.1	11	x	5	7
CCOC(=O)c1c(C)[nH]c(C(=O)OCC(=O)NC(C)(C)C)c1C	92	1464	-4	1.1	11	-7	1	-1	0.02	-1	-8
CC(C)(C)NC(=O)CSc1nc2ccc(NC(=O)CSc3nnc(N)s3)cc2s1	82	1407	18	0.8	24	19	1	-3	-0.12	-1	0
Nn1c(SCc2nc3ccccn3c2Br)nnc1-c1cccnc1	114	1630	-2	0.9	-8	7	1	6	x	2	-2
Cc1[nH]c2c(Cl)cccc2c(=O)c1CN1CCCC1	102	1529	3	0.9	4	14	1	7	x	2	0
COc1ccccc1N(C)S(=O)(=O)c1ccc(C(=O)NC2=NCCS2)cc1	94	1606	3	0.9	10	10	1	14	x	6	13
COc1ccc(Br)cc1CN(C)C(C)C(=O)Nc1cc([N+](=O)[O-])ccc1OC (stereo unspecified)	104	1676	5	1.1	-2	-8	1	4	x	1	2
COc1ccc(NS(=O)(=O)c2cccs2)c(OC)c1	93	1537	6	1	17	0	1	11	-0.058	7	7
CC(C)(C)N(Cc1ccccc1)C(=O)c1ccc(Br)o1	100	1556	11	1.1	4	-14	1	9	0.32	-2	1
O=C(COc1ccc(Br)cc1Cl)NC(=S)N1CCc2ccccc21	104	1514	5	0.9	-2	13	1	-6	x	4	8
COc1ccccc1NC(=O)/C=C1\SCC(=O)N1C	96	1817	-3	1.1	12	-8	1	3	0.43	-3	3
Cc1ccc(C(=O)CSC2=C(C#N)C(c3ccco3)C3=C(CCCC3=O)N2)cc1 (stereo unspecified)	99	1543	-4	0.8	7	20	1	14	2.3	-1	-1
O=C(CCc1nc(-c2ccccc2)no1)N1CCCC1	101	1579	-19	0.9	4	7	1	1	0.44	3	16
Cn1c(=O)n(C/C=C/c2ccccc2)c(=O)c2c1nc1n2CCCN1Cc1ccccc1	100	1372	1	1	3	-2	1.1	1	1.8	5	9
CN1CCN(c2ccc(-c3ccnn3C(=O)Nc3cccc(C(F)(F)F)c3)cc2)CC1	105	1453	-21	1	5	-2	1.1	-12	0.45	2	-1
O=c1c2ccsc2ncn1Cc1ccc(Cl)cc1	107	1345	11	0.9	-8	9	1	-2	x	-1	-6
NC(=O)CC[C@@H]1NC(=O)[C@@H]2CCCN2C(=O)c2cc([N+](=O)[O-])cc(I)c2NCCCC[C@@H](C(=O)NC(CC(=O)O)C(N)=O)NC1=O (stereo partly specified)	104	1441	-4	0.9	-7	9	1	10	-0.57	6	1
COc1cc(/C=N/NC(=O)c2cccnc2)ccc1OC(=O)c1ccco1	100	1583	5	1	5	3	1	-1	x	-8	7

This is a random part of the collection (roughly 3.7% active in at least one column).
